Screening results from PubChem.
BoNT-F LC inh = BoNT/F light chain protease inhibitors, primary screen, biochemical, flow cytometry, MLPCN library. Multiplex microsphere protease cleavage assay. inhibition, % at 10 µM. 360,000 compounds, 0.22% hits. AID 588497, 2011; in the data active = inhibition above about 35%, passing the limit was not always enough; inconclusive = no clear call, values can overlap the other calls; note: plate controls were buffer without enzyme for full effect and enzyme alone for no effect
VHR inh abs = VHR1 phosphatase inhibitors, primary screen, biochemical, absorbance, uHTS. Dual specificity protein phosphatase 3 (Homo sapiens), P51452. recombinant VHR phosphatase, pNPP absorbance. inhibition, % at 13.3 µM. 290,000 compounds, 0.52% hits. AID 1654, 2009; in the data active = inhibition above about 50%; note: some compounds called inactive have numbers as strong as hits
Target sequence (P51452 whole entry, looked up): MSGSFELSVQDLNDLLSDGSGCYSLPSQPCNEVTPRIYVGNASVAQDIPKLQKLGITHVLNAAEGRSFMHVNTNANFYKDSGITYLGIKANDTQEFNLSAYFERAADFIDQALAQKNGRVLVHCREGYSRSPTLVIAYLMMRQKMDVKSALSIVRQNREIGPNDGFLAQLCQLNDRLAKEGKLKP
Anthrax LF inh2 = Bacillus anthracis LF protease inhibitors, primary screen, biochemical, multiplex microsphere, MLPCN library; multiplex microsphere protease cleavage assay; Lethal factor (Bacillus anthracis), P15917; AID 588501, 2011; 360,000 compounds, 0.12% hits; inhibition, % at 10 µM; note: plate controls were buffer without enzyme for full effect and enzyme alone for no effect
MazEF act = activators of E. coli MazEF toxin-antitoxin RNase, primary screen, biochemical, fluorescence, uHTS; activation, % at 20 µM; FAM/BHQ RNA-DNA oligo cleavage fluorescence, 5 h; 350,000 compounds, 0.32% hits; Endoribonuclease toxin MazF (Escherichia coli (strain K12)), P0AE70; in the data active = activation above about 50%
Target sequence (P0AE70 whole entry, looked up): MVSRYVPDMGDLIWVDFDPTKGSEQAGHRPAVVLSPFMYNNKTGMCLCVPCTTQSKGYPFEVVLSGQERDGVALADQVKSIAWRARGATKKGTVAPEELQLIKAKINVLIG
PriA SSB inh = inhibitors of Klebsiella pneumoniae PriA binding to SSB C-terminal tail, primary screen, biochemical, AlphaScreen | PriA–SSB C-terminal tail interaction (Klebsiella pneumoniae) | AlphaScreen SSBct-PriA binding, biotinylated peptide | inhibition, % at 33 µM | 430,000 compounds, 0.6% hits; in the data active = inhibition mostly above about 37%, no sharp cut-off; inactive = mostly below about 20%;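 note: plate controls were negative control peptide for no effect and reference peptide for full effect; strong numbers were not always called active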
BoNT A protease = BoNT/A light chain protease inhibitors, primary screen, biochemical, flow cytometry, MLPCN library; 360,000 compounds, 0.17% hits; inhibition, % at 10 µM; AID 588499, 2011; multiplex microsphere protease substrate cleavage; Botulinum neurotoxin type A light chain protease (Clostridium botulinum A str. ATCC 3502); note: plate controls were buffer without enzyme for full effect and enzyme alone for no effect
Rv3671c protease = Rv3671c serine protease inhibitors, primary screen, biochemical, fluorescence polarization, M. tuberculosis H37Rv | P9WHR9 | inhibition, % at 5.96 µM | 320,000 compounds, 0.048% hits; in the data active = inhibition above about 38%;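 note: extracellular domain of Rv3671c used as enzyme; 0% = enzyme with DMSO and 100% = no enzyme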
Target sequence (P9WHR9 whole entry, looked up, the tested form may be a part): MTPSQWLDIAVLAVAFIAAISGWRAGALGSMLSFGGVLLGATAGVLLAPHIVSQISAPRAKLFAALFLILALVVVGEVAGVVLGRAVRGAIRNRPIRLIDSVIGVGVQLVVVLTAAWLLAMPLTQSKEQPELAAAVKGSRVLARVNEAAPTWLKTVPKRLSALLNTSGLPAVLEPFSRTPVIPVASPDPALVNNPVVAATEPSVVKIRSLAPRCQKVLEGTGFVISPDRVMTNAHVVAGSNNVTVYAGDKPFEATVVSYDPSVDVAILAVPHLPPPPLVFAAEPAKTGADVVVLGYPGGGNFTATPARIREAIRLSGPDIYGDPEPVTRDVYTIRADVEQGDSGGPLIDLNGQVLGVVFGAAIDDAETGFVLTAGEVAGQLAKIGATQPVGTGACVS
PrPC surface inh = inhibitors of human cell surface prion protein PrPC, primary screen, cell-based, TR-FRET; Major prion protein (Homo sapiens), P04156; TR-FRET read-out; inhibition, % at 13.8 µM; 370,000 compounds, 0.43% hits; in the data active = inhibition above about 24%; note: 0% = median of the test wells and 100% = reference compound wells
SARS 3CLpro inh = SARS-CoV 3CLpro protease inhibitors, primary screen, biochemical, quenched FRET | Replicase polyprotein 1ab (Severe acute respiratory syndrome coronavirus), P0C6X7 | recombinant SARS-CoV 3CLpro, quenched FRET peptide cleavage | inhibition, % at 6 µM | 290,000 compounds, 0.14% hits; in the data active = inhibition above about 12%
CCHFV vOTU inh = CCHFV vOTU protease inhibitors, primary screen, biochemical, Pep-AMC substrate, fluorescence; Crimean-Congo hemorrhagic fever virus L polyprotein viral ovarian tumor (vOTU) protease …; inhibition, % at 11.5 µM; 370,000 compounds, 0.55% hits; AID 651958, 2012; in the data active = inhibition above about 30%; note: 0% = vehicle wells with enzyme and 100% = no enzyme wells
The depositor's hits bear a star; ? = inconclusive; . = not tested or not shown; & = joins results of further samples. Cut-off read from the data, not from the text of the source, unless noted: active = inhibition above about 30%; inconclusive = no clear call, values can overlap the other calls; inactive = below that. These rows are one share of the data, so the mix of outcomes need not match the whole.

The line under a structure holds: BoNT-F LC inh	VHR inh abs	Anthrax LF inh2	MazEF act	PriA SSB inh	BoNT A protease	Rv3671c protease	PrPC surface inh	SARS 3CLpro inh	CCHFV vOTU inh
O=C(Cc1ccc(-n2c(=S)[nH]c3ccccc3c2=O)cc1)N1CCN(c2ccccc2)CC1
    -2	12	-6	13	-15	-0.8	-4	-13	2	-2
CCOc1ccc(-n2c(SCC(=O)Nc3cc(C(=O)O)ccc3Cl)nc3ccccc3c2=O)cc1
    1	-16	-4	-11	-1	1.4	-10	3	7	19
COc1ccccc1NC(=O)N1CCCC1C(=O)NCc1ccccc1F (centres undefined)
    2	13	-1	-1	0	0.1	10	-1	3	-23
Cc1ccc(-c2nc3ncccc3o2)cc1NC(=O)c1ccc2c(c1)OCO2
    -4	.	-7	-2	3	-0.4	.	7	.	-18
Cc1ccc(NS(=O)(=O)c2cc3[nH]c(=O)c(=O)[nH]c3cc2C)c(C)c1
    -3	9	-3	10	-3	-0.5	-3	-3	-1	-1
Cc1ccc(-c2cc(C(=O)N/N=C/c3ccco3)[nH]n2)cc1
    5	4	-4	2	.	0.5	-11	8	-4	3
CCOC(=O)C(Cc1ccccc1)NC(=O)CNC(=O)CNC(=O)OCc1ccccc1 (centres undefined)
    -4	25	-1	-7	-25	-0.1	2	-5	-2	-1
CCN(CC(=O)NCc1cccs1)C(=O)CCCOc1ccc(C(C)(C)C)cc1
    -1	.	-4	-1	-4	-1.0	-5	10	.	31*
CCCCN(C)S(=O)(=O)c1cc2c(cc1Br)CCN2C(=O)C1CC1
    -6	.	-4	-3	-3	-0.6	.	-6	.	2
Cc1cc([N+](=O)[O-])nn1CCCC(=O)Nc1sc2c(c1C(N)=O)CCC(C)C2 (centres undefined)
    -2	-12	-1	-1	1	0.1	-15	-7	-3	-7

Taken from the listing for reference:
The line under a structure holds: BoNT-F LC inh	VHR inh abs	Anthrax LF inh2	MazEF act	PriA SSB inh	BoNT A protease	Rv3671c protease	PrPC surface inh	SARS 3CLpro inh	CCHFV vOTU inh
CCOc1ccc(-n2c(SCC(=O)Nc3cc(C(=O)O)ccc3Cl)nc3ccccc3c2=O)cc1
    1	-16	-4	-11	-1	1.4	-10	3	7	19
COc1ccccc1NC(=O)N1CCCC1C(=O)NCc1ccccc1F (centres undefined)
    2	13	-1	-1	0	0.1	10	-1	3	-23

(next part)
The line under a structure holds: BoNT-F LC inh	VHR inh abs	Anthrax LF inh2	MazEF act	PriA SSB inh	BoNT A protease	Rv3671c protease	PrPC surface inh	SARS 3CLpro inh	CCHFV vOTU inh
O=C(CCCOc1ccccc1)NNC(=O)c1ccc(Cl)cc1
    15	.	2	5	-13	2.0	4	12	.	3
O=C(O)c1ccc(CS(=O)(=O)c2ccc(Br)cc2)cc1
    -14	-3	15	0	-17	-0.5	1	-5	1	-10
C/C(=N\OCc1ccc(C#N)cc1)c1ccccc1
    -1	22	-2	-20	.	0.4	5	-4	3	-13
CC(Sc1nnc2c(n1)C1(C)CCC2C1(C)C)C(=O)Nc1ccccc1 (centres undefined)
    7	27	-1	7	-9	2.0	-3	7	-8	8
COc1ccc(-n2nc(C(=O)NCC(=O)N3CC(C)CC(C)C3)c3ccccc3c2=O)c(OC)c1 (centres undefined)
    -12	-19	-7	-5	-4	-1.3	6	-4	2	8
Cn1c(C(=O)N2CCCC(C(=O)NCCN3CCOCC3)C2)cc2sccc21 (centres undefined)
    -1	21	-1	7	-9	1.7	-6	5	0	-6
COc1cc(-c2nc(C(F)(F)F)c(OC)o2)cc(OC)c1OC
    0	2	-2	1	-12	-0.5	9	-6	-4	0
Cc1ccc2c(c1)/C(=N/N1C(=O)c3ccccc3C1=O)C(=O)N2
    -1	-1	0	8	.	-0.3	6	-25	-2	19
Cc1ccccc1-c1nnc(SCC(=O)N2CCCC2)o1
    -2	27	-1	3	-17	-1.1	-5	4	-1	9
CSc1nc(N2CCOCC2)c2sccc2n1
    2	17	0	1	-12	0.2	-8	0	4	4
Cc1nn(CC(=O)Nc2ccc3c(c2)OCCO3)c(C)c1[N+](=O)[O-]
    -4	.	-2	6	-10	-0.2	-3	3	.	-15
CC(C)N(CCn1c(=S)[nH]c2ccccc2c1=O)C(C)C
    -24	7	-11	4	4	-2.9	-3	-7	2	12
O=C(COC(=O)c1ccc(S(=O)(=O)N2CCCCC2)cc1)NCc1ccco1
    5	30	9	5	-3	-2.0	4	9	7	7
CN(C)CCC(=O)c1ccc(Cl)cc1
    3	18	-1	-3	-20	0.0	-5	-4	1	1
CC(=O)Nc1ccc(N=Nc2ccccc2)cc1[N+](=O)[O-]
    1	.	-7	4	18	-1.1	.	-18	.	6
CCOC(=O)c1c(CC(C)C)csc1/N=C/C1C(=O)CCCC1=O
    -2	20	4	-56	.	-0.5	-3	0	6	18
Cc1ccc(-c2nc3cccnc3s2)cc1NS(=O)(=O)c1ccc2c(c1)CCCC2
    4	0	-8	-9	-15&-3	0.3	-58	16	-1	-8
Cc1cc(C)n2nc(SCC(=O)N(CCC#N)c3ccccc3F)nc2n1
    -6	.	-5	0	-6	-0.5	0	4	.	-14
COc1c(F)c(F)c(C(=O)Nc2ccc(N3CCN(C(C)=O)CC3)c(Cl)c2)c(F)c1F
    -7	4	-5	1	-5	?	-5	-7	-2	-3
Cc1cc(C(C)(C)C)oc1C(=O)NCCCNC(=O)c1oc(C(C)(C)C)cc1C
    -5	0	-6	0	6	0.1	-6	-3	-5	4
CCC1(C)Cc2c(C#N)c(SC)nc(N3CCOCC3)c2CO1 (centres undefined)
    ?	.	32*	5	-17	0.3	4	9	.	-7
CCN1C(=O)C(=O)N(Cc2ccc(OC)c(F)c2)C1=O
    -6	20	-1	0	4	-2.4	-9	3	-7	-7
O=C(O)Cc1ccc(NC(=O)COc2ccc3ccccc3c2)cc1
    2	18	-4	1	-5	0.0	-3	-1	1	21
CCN1CCN(C(=O)Cn2ncc3c2-c2ccccc2OC3)CC1
    -6	-8	-10	6	-12	-0.4	6	-6	-2	9
Cn1c(=O)c(=O)n(C)c2cc(S(=O)(=O)N3CCCC3C(=O)NCc3ccco3)ccc21 (centres undefined)
    1	5	-1	11	-1	-0.1	5	3	4	-2
COCCCN1C(=O)C(CC(=O)NCCc2ccccn2)CC(C(=O)N2CCCCCC2)=C1C (centres undefined)
    -8	.	-2	.	.	-1.0	.	-4	.	-6
C=C(C)c1cccc(C(C)(C)NC(=O)N2CCN(c3ncccn3)CC2)c1
    -8	.	4	-3	-18	-1.3	-5	3	-3	-11
O=C1C2C(c3ccccc3)C=CC(c3ccccc3)C2C(=O)N1CCCO (centres undefined)
    3	15	0	-9	-6	-0.8	-3	-1	-5	1
Cn1c(=O)c2cc(NC(=O)Cc3cccnc3)ccc2n1-c1ccc2ccccc2c1
    -10	.	-2	.	.	0.3	.	1	.	-5
Cc1csc(Nc2cccc3ccccc23)n1
    3	41	-2	-5	16	0.0	1	1	1	-8
N#CC1=C(N)Oc2c(oc(CO)cc2=O)C1c1ccsc1 (centres undefined)
    -4	17	-2	-10	-12	0.4	3	-10	-3	1
O=C1c2cccnc2C(Nc2ccc(S(=O)(=O)N3CCCCCC3)cc2)N1Cc1ccccc1 (centres undefined)
    6	16	-2	0	1	5.5	1	8	8	-2
CC1(C)CC(NC(=O)C(C)(C)Oc2ccc(Cl)cc2)CC(C)(C)N1
    12	-29	-5	15	4	-2.5	-5	1	0	7
CCOC(=O)C1(C)CCCN1C(=O)c1ccc2ccccc2c1 (centres undefined)
    4	.	-1	.	.	-0.2	.	-9	.	3
COc1ccc(C(=O)O)cc1S(=O)(=O)Nc1ccccc1-c1ccccc1
    -14	-3	5	5	-3	-4.6	7	2	4	4
Cn1c(N)c(C(=O)CN2CCN(S(=O)(=O)c3ccccc3C#N)CC2)c(=O)n(C)c1=O
    3	.	-6	-2	.	0.0	.	5	.	-2
Oc1cccc(Nc2c3ccccc3nc3ccccc23)c1
    ?	2	-7	27	5	-3.3	0	-5	-5	-108
O=C1COc2ccc(C(=O)CSc3ccc(Br)cc3)cc2N1
    -2	.	7	22	-25	0.7	-10	7	.	10
CC(C)CC(=O)Nc1nnc(SCC(=O)Nc2ccc3c(c2)OCO3)s1
    -3	0	0	7	-15	0.1	1	-5	-1	4
CCOC(=O)C1CC2=C(CC(C)(C)CC2=O)N(CCOC)C1=O (centres undefined)
    -2	.	-5	-3	2	0.0	.	7	.	-1
Cc1cc(C)cc(N=Cc2ccc([N+](=O)[O-])s2)c1
    -17	42	1	5	1	-0.1	-19	-12	-2	-1
COc1ccc(NC(=O)c2cnn(-c3ccccc3)c2C)c(OC)c1
    -29	4	3	9	-14	-2.1	-2	0	-3	6
COCCNc1oc(/C=C/c2cccc(OC)c2)nc1S(=O)(=O)c1ccccc1
    -1	.	-4	10	.	-0.8	.	9	.	-4
CCN(CC)c1ncnc2c1ncn2[C@H]1CN(Cc2ccc(Cl)cc2)C[C@@H](CO)O1
    -12	.	-8	.	.	-0.4	.	-3	.	0
CN(C)c1ccc(C(=O)NCC(c2cccs2)N2CCOCC2)cc1 (centres undefined)
    -4	.	-4	-13	2	-0.1	-10	2	.	1
CCCCn1c(N)c(N(CCOC)C(=O)CN2CC=C(c3ccccc3)CC2)c(=O)[nH]c1=O
    1	-2	-1	6	-11	0.3	-4	4	5	12
Cc1cc(C)c(Nc2cc(S(=O)(=O)O)c(N)c3c2C(=O)c2ccccc2C3=O)c(C)c1
    -24	28	-5	-3	110	-0.1	44*	-51	6	47*
CC=C1OC(n2cnc3c(N)ncnc32)C(O)C1O (centres undefined)
    -10	.	-4	.	.	-1.1	.	1	.	18
O=C1Cc2cc(S(=O)(=O)Nc3ccccc3Cl)cc3c2N1CCC3
    0	-25	-1	6	-8	-0.1	-9	-7	0	12
